Screening data deposited in PubChem BioAssay by National Center for Advancing Translational Sciences (NCATS).
Pf growth 96h – inhibits malaria parasite growth, 96 h. P. falciparum luciferase reporter growth, 96 h. Potency, µM (titrated, usually from 28.7 µM), for inactives: top-dose activity change, negative = inhibition, hits mostly inhibitors. 320,000 tested, 6.9% active; further: potency means the concentration at half of the fitted maximal effect; on the % scale 0 is the no-effect control and ±100 the full control effect
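Luminescence readout: decreased luciferase signal marks inhibited growth of reporter-expressing P. falciparum in infected red cells (2% hematocrit, 0.05% parasitemia final), exposed to compound two generations (96 h, 37 C, 5% CO2).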
CHX counter – counter-screen hit for Shiga toxin inhibitors, cycloheximide; cell reporter, cycloheximide protein synthesis inhibition counterscreen; max response, %; 300,000 tested, 12% active; AID 2314; in the data active means max response mostly above about 13%, no sharp cut-off; inactive means mostly below about 14%; further: read at 38.3 µM for the half of the compounds with a filed dose; 0% is about no effect
Pf growth 48h – inhibits P. falciparum growth in the first generation, 48 h. P. falciparum luciferase growth in erythrocytes, 48 h. Potency, µM (highest dose often 28.7 µM), inactives show top-dose activity change, negative = inhibition, most hits filed as inhibitors. 310,000 tested, 5.9% active. AID 504832; further: potency means the concentration at half of the fitted maximal effect; on the % scale 0 is the no-effect control and ±100 the full control effect
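Read-out is firefly luciferase luminescence from an integrated reporter in P. falciparum, so falling signal marks reduced parasite growth. Infected erythrocytes were at 2% hematocrit and 0.1% parasitemia (final) in Albumax-supplemented RPMI 1640.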
FBPA Giardia inh – inhibitors of Giardia lamblia fructose-1,6-bisphosphate aldolase; A8B2U2; purified Giardia FBPA; 290,000 tested, 0.71% active; Potency, µM (doses to about 59.6 µM), inactives show top-dose activity, negative = inhibition, hits mostly inhibitors; further: potency means the concentration at half of the fitted maximal effect; on the % scale 0 is the no-effect control and ±100 the full control effect; nearly all actives have a fitted effect of over 55% in size
Target sequence (A8B2U2 whole entry, looked up): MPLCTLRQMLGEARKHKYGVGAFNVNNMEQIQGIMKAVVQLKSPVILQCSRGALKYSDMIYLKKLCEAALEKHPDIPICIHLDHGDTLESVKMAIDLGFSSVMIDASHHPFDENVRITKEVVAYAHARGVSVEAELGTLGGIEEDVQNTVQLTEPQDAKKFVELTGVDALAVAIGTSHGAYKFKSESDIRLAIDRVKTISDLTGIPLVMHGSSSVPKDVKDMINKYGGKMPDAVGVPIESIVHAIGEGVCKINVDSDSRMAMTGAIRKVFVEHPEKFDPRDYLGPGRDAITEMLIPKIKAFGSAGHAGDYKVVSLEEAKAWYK
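40 nM FBPA preincubated 10 min at RT with compound (up to 57.5 uM final), then substrate plus GAPDH/TPI/NAD/arsenate coupling and diaphorase/resazurin added. Fluorescence read after 20 min at RT, 525/598 nm.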
Shiga inhibitor – Shiga toxin inhibition; inhibition, % at 38.7 µM; 290,000 tested, 9.2% active; Vero cells, Shiga toxin protein synthesis inhibition reporter; AID 2315; in the data active means inhibition mostly above about 28%, no sharp cut-off; inactive means mostly below about 43%; further: 0% is about no effect
Sm TGR inh – S. mansoni TGR enzyme inhibition. purified TGR, DTNB reduction, TNB absorbance 405 nm. Potency, µM (titrated, usually from 114 µM), for the others: at the highest dose activity change, negative = inhibition, usual class: inhibitors. 360,000 tested, 3% active. AID 485364; further: potency means the concentration at half of the fitted maximal effect; on the % scale 0 is the no-effect control and ±100 the full control effect; nearly all actives have a fitted effect of over 60% in size
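Kinetic colorimetric format: TGR-catalysed, NADPH-driven DTNB reduction monitored via TNB absorbance. Enzyme dispensed at 20 nM; compound exposure 15 min at room temperature before reaction start.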
An asterisk follows results filed as active; ? = inconclusive; . = not tested or not shown; & = joins results of further samples; [ ] = another dose, or the depositor's remark. Unless noted, the call rests on the fitted dose curve; in most records, active means well fitted curve in the direction sought with a large enough effect; inconclusive means small, poorly fitted or top-dose-only effect, or another doubt; inactive means no such curve, though single readings can be large; an effect the other way counts as inactive or inconclusive.

SMILES	Pf growth 96h	CHX counter	Pf growth 48h	FBPA Giardia inh	Shiga inhibitor	Sm TGR inh
CCOc1ccc(CCNC(=O)COC(=O)c2cccc(S(=O)(=O)N3CCOCC3)c2)cc1OCC	?	.	9.28µM*	.	.	-6.3%
CCC(CC)NC(=O)c1ccc(NS(=O)(=O)c2ccc3[nH]c(=O)[nH]c3c2)cc1	-14.4%	-1.2	18.5%	.	-18.3	-16.1%
Cc1c(Cl)cccc1NC(=O)c1ccc(-n2ccnc2)nc1	?	-6.8	?	1.8%	-8.9	13.2%
COC(=O)C1=C(c2ccc(OC(F)(F)F)cc2)C[C@@H]2CC[C@H]1N2C(=O)NCCOc1ccccc1	4.65µM*	.	11.7µM*	.	.	-11.8%
CSc1ccc(Cl)c(C(=O)NCCOc2cc(C(C)C)ccc2C)c1	?	7.3	30.6%[activator]	5.4%	31.7	9.1%
CC(=Nc1ccc(C)cc1)c1sc2ccccc2c1O	179.5%[activator]	35.2*	32.2%[activator]	0.9%	91.7*	5.4%
CCn1nccc1C(=O)Nc1ccc(C(=O)OC(C)C)cc1	7.4%	24.3*	25.8%	9.1%	.	16.0%
Cc1ccc(OCC(=O)NCCNC(=O)COc2ccc(C)cc2)cc1	?	-5.0	10.9%	4.2%	-7.4	9.8%
C=CCC(=O)N1CCCC(CNC(=O)c2ccc(-c3ccccc3)cc2)C1 (configuration not stated)	3.7%	9.2	-4.9%	-0.3%	11.3	1.3%
CC(=O)c1ccc(NC(=O)[C@@H]2CCCN2C2=NS(=O)(=O)c3ccccc32)cc1	-30.3%	.	14.3%	.	.	-1.3%
CCOC(=O)N1CCN(C(=O)c2cc3c(=O)n4ccccc4nc3s2)CC1	?	-2.3	102.3%[activator]	.	6.3	1.6%
O=C(CCCSc1nc2sc3c(c2c(=O)[nH]1)CCC3)NCCCO	-17.7%	-4.2	16.8%	-13.2%	18.9	-2.2%
Cc1ccc(-c2nnc(N)s2)cc1	-19.9%	42.9*	69.4%[activator]	-3.2%	65.9*	0.0%
CCc1ccc(NC(=O)CS(=O)CC(=O)Nc2ccc(-n3cnnn3)c(C)c2)cc1 (configuration not stated)	-6.0%	-5.0	7.9%	-0.2%	-5.4	-12.8%
Cc1cccc(COCCN2CCN(S(=O)(=O)c3ccccc3)CCC2=O)c1	14.7µM*	-5.8	-7.8%	0.2%	8.9	1.4%
O=[N+]([O-])c1ccccc1-n1cnc2ccccc21	21.8%	1.9	42.1%[activator]	0.6%	-6.9	1.7%
O=C(CCNC(=O)C1CCN(S(=O)(=O)c2ccc(F)cc2)CC1)NCc1ccc(Cl)cc1	30.4%[activator]	8.7	12.5%	.	7.4	6.2%
CC#CCN(Cc1ccco1)C(=O)C1CCC(=O)N(Cc2ccccc2F)C1 (configuration not stated)	0.0%	31.5*	-4.8%	.	29.4	-27.3%
CCN(CC)S(=O)(=O)c1ccc2[nH]c(=O)[nH]c2c1	46.0%	-3.3	-0.9%	1.5%	-5.0	2.4%
Cc1cc(C)c2c(N)c(C(=O)c3cccc(Cl)c3)sc2n1	?	-1.2	6.3%	-1.7%	-5.0	-3.2%
CCCCc1c(C)c2ccc(OCC(C)=O)cc2oc1=O	14.7%	30.1*	47.4%[activator]	-1.6%	100.0*	-14.5%
COC(=O)C1=C(C)N(c2cccc(OC)c2)C(=O)/C1=C\c1ccco1	?	17.4*	?	3.5%	35.6	35.5µM*
O=C(CN1CCC(n2nnc3cc(C(F)(F)F)ccc32)CC1)N1CCc2ccccc21	61.0%[activator]	-1.1	-6.6%	2.0%	-1.0	8.7%
O=C(CN1C(=O)c2cccc3cccc1c23)NCC1CCCO1 (configuration not stated)	28.8%	-0.9	26.0%	?	1.3	0.0%
C=CCn1c(SCC(=O)Nc2ccc3c(c2)OCCO3)nc2cc(C(=O)O)ccc2c1=O	-16.8%	.	5.2%	.	.	6.2%

Pulled by compound from above:
SMILES	Pf growth 96h	CHX counter	Pf growth 48h	FBPA Giardia inh	Shiga inhibitor	Sm TGR inh
COC(=O)C1=C(C)N(c2cccc(OC)c2)C(=O)/C1=C\c1ccco1	?	17.4*	?	3.5%	35.6	35.5µM*
CC(=Nc1ccc(C)cc1)c1sc2ccccc2c1O	179.5%[activator]	35.2*	32.2%[activator]	0.9%	91.7*	5.4%

(next part)
SMILES	Pf growth 96h	CHX counter	Pf growth 48h	FBPA Giardia inh	Shiga inhibitor	Sm TGR inh
CN(C)S(=O)(=O)Nc1cccc(Br)c1	53.0%&20.6%[activator]	-2.4&6.1	0.0%&-10.8%	-7.3%&-9.6%	-3.1&0.6	-0.4%&0.0%
CCN(CC(=O)Nc1ccccc1C(F)(F)F)C(=O)c1ccc2c(c1)NC(=O)CS2	?	.	-17.4%	.	.	5.4%
CNC(=O)[C@@H]1C[C@H]1[C@@H](NC(=O)OCc1ccccc1)c1ccccc1	-12.0%	-2.8	5.2%	0.4%&0.8%	-9.0	-14.5%
CCOc1ccccc1CNC(CC)CO (configuration not stated)	59.7%[1.15 µM]	-3.5	6.4%	0.7%	-5.2	0.9%
Cc1cc(C)cc(-n2c(C)cc(/C=C3\C(=O)NC(=O)N(C)C3=O)c2C)c1	65.6%[activator]	2.1	0.0%	0.8%	-8.0	-26.1%
Cc1ccc(OCCn2cc(/C=N/NC(=O)c3ccncc3)c3ccccc32)cc1	?	-1.9	?	7.2%	22.3	-1.5%
C[C@H](CO)NC(=O)[C@H](C)[C@H]1C[C@]1(C)[C@H](NC(=O)OCc1ccccc1)c1ccccc1	0.6%	-3.0	2.7%	3.7%&6.8%	-14.7	-0.7%
CC(CN1CCOCC1)OC(=O)c1ccc2c(c1)OCCO2 (configuration not stated)	-14.4%	60.5*	8.6%	3.2%	65.9*	5.2%
CCN(CCO)C(=O)C(c1ccccc1)c1ccccc1	?	1.2	?	-2.0%	29.3	14.5%
C#CCNC(=O)C1=C[C@H](c2ccc(Br)cc2)C[C@H](OCc2ccc(CO)cc2)O1	-3.3%	1.9	-8.4%	2.0%	9.1	?
CCc1ccc(S(=O)(=O)/N=C2/C=C(Sc3ncn[nH]3)C(=O)c3ccccc32)cc1	4.15µM*	18.5*	2.94µM*	0.792µM*	48.6*	0.316µM*
O=C(CCCc1ccccc1)Nc1ccc(S(=O)(=O)N2CCOCC2)cc1	10.4µM*	7.6	?	-0.1%	1.2	1.4%
Cc1ccc(/C=C/C(=O)N2CC(C)CC(C)C2)o1 (configuration not stated)	50.5%[activator]	11.5	12.8%	-6.9%	5.1	2.82µM*
COc1ccc(OC)c(S(=O)(=O)NCc2ccc(N3CCN(C)CC3)cc2)c1	14.7%	-0.4	40.6%[activator]	.	12.9	0.6%
COc1nc(N(C)S(=O)(=O)c2ccc(C)cc2)nc(C)c1Cl	-28.5%	-1.3	-7.2%	7.5%	-9.2	1.7%
O=C1C2CC=CCC2C(=O)N1c1n[nH]c(Cc2ccccc2)n1 (configuration not stated)	.	-3.1	-2.2%	-17.1%	19.3	4.3%
O=C(Cc1nc2ccccc2[nH]1)N/N=C/c1ccccc1	-26.2%	2.6	22.3%	1.0%	2.1	-12.2%
Cc1nn(CC(=O)Nc2ccc3c(c2)nc2n3CCOC2)c(=O)c2ccccc12	34.8%	2.5	.	0.3%	-6.5	5.6%
CCN(CC)C(=O)C1(P(=O)(c2ccccc2)c2ccccc2)CCC1	-1.9%	-2.0	-10.0%	1.3%	9.4	95.0%[activator]
Cc1cc(C)n2ncc(/C(N)=N/OC(=O)c3ccccc3F)c2n1	92.3%[activator]	24.9*	189.8%[activator]	0.2%	50.4*	2.0%
O=C(O)C1CCN(c2ccc(S(=O)(=O)N3CCC(C(=O)O)CC3)cc2[N+](=O)[O-])CC1	9.2%	-2.5	1.9%	.	-2.6	-4.3%
COc1cc(NC(=S)NN2CCN(C)CC2)cc(OC)c1OC	-2.3%	-0.7	-8.1%	?	-15.0	49.8%[activator]
COC(=O)CNC(=O)C(=O)OC	.	-4.9	.	1.5%	15.5	.
CC(=O)OC(C)=O	?	.	45.5%[activator]	.	.	-12.2%
CCC(Sc1nnnn1-c1ccccc1)C(=O)Nc1nc2ccccc2s1 (configuration not stated)	.	18.5	?	-10.2%	35.0	-4.0%
The list goes on:
SMILES	Pf growth 96h	CHX counter	Pf growth 48h	FBPA Giardia inh	Shiga inhibitor	Sm TGR inh
CC(=O)CC(c1ccccc1)S(=O)(=O)c1ccc(C)cc1 (configuration not stated)	52.2%[activator]	-1.0	?	-0.1%	-8.4	10.9%
CCCCN1C(=O)/C(=C/c2ccc(N(C)C)cc2)C(=O)N(Cc2ccco2)C1=O	55.6%[activator]	-1.7	5.6%	-6.6%	-17.1	?
COc1ccc(NC(=O)CN2C(=O)c3ccccc3S2(=O)=O)cc1S(=O)(=O)N1CCOCC1	4.4%	.	0.2%	.	.	-24.8%
O=C(c1ccco1)N(Cc1nc2ccccc2c(=O)[nH]1)C1CCCC1	13.6%	-1.7	-25.4%	-5.1%	19.9	-35.5%
O=[N+]([O-])c1ccc(N/N=C/c2c[nH]c3ccccc23)c(S(=O)(=O)Nc2ccc(Cl)cc2)c1	.	-4.1	-16.0%	-2.4%	-22.8	6.9%
COc1ccccc1-c1cnn2c(NCCc3ccccc3)cc(C)nc12	45.7%[activator]	33.8*	38.3%[activator]	-5.5%	75.0*	-0.4%
Cn1c(Cn2c(=O)sc3ccccc32)nnc1SCc1cccnc1	?	-6.2	.	-1.1%	-10.3	-12.3%
COCCNCC(=O)C12CC3CC(CC(C3)C1)C2	.	-2.1	18.0%	-10.5%	-7.7	31.4%
O=C(O)CCc1ccc(-c2cccs2)n1CCc1ccccc1	?	15.9	?	3.1%	28.1	10µM*
C=CC1CN2CCC1CC2C(OC(=O)OCC)c1ccnc2ccc(OC)cc12 (configuration not stated)	0.757µM*	.	1.69µM*	5.0%	.	.
O=c1oc2ccccc2cc1-c1nc2c(s1)CCc1ccccc1-2	10.5%	21.5*	?	7.92µM*	63.0	?
CCn1c(SCC(=O)O)nnc1-c1ccc(S(=O)(=O)N2CCCC2)cc1	?	-5.1	12.6%	2.9%	-7.2	10.1%
Cc1ccc(C(=O)c2c3ccc([N+](=O)[O-])cc3[n+]([O-])n2CCCC(N)=O)cc1	?	.	?	.	.	0.0%
COC(=O)c1ccc(OCc2nn[nH]n2)cc1	5.1%	-2.3	17.4%	31.6µM*	5.9	-2.2%
Cc1c([N+](=O)[O-])c(C(=O)Sc2ccc(Br)cc2)nn1C	?	-2.6	?	11.2%	-4.6	0.501µM*
CCc1ccccc1NC1=NCC(=O)N1Cc1ccc(OC)cc1	?	-7.4	-0.9%	10.0%	-23.8	1.8%
CCc1nc(OCc2ccco2)c2sc3nc4c(cc3c2n1)COC(C)(C)C4	.	4.3	-11.8%	-10.1%	5.4	10µM*
N=c1c(C(=O)NC2CCCCC2)cc2c(=O)n3ccccc3nc2n1CC1CCCO1 (configuration not stated)	?	-3.0	?	.	8.2	-5.3%
CCOc1ccc(NC(=O)[C@@H](NC(=O)c2ccccc2)[C@@H](C)CC)cc1	?	-1.4	.	2.8%	-7.4	-23.4%
Cc1ccc(C)c(NC(=O)c2cnn3ccccc23)c1	-11.8%	14.0*	.	-6.7%	66.4	-35.2%
Cc1ccccc1/C=N/NC(=O)c1cccnc1	-27.4%	9.1*	33.2%[activator]	9.7%	22.8	-9.6%

In a second layout: results already given.
| compound | Pf growth 96h | CHX counter | Pf growth 48h | FBPA Giardia inh | Shiga inhibitor | Sm TGR inh |
| --- | --- | --- | --- | --- | --- | --- |
| COC(=O)c1ccc(OCc2nn[nH]n2)cc1 | 5.1% | -2.3 | 17.4% | 31.6µM* | 5.9 | -2.2% |
| Cc1c([N+](=O)[O-])c(C(=O)Sc2ccc(Br)cc2)nn1C | ? | -2.6 | ? | 11.2% | -4.6 | 0.501µM* |
| CCc1ccccc1NC1=NCC(=O)N1Cc1ccc(OC)cc1 | ? | -7.4 | -0.9% | 10.0% | -23.8 | 1.8% |

Rows are unselected, and some 24% of all compounds hit somewhere here.
